RGS4 inh = human RGS4 inhibition | P49798 | HEK293 M3R/RGS4 inducible, Fluo-4 calcium flux; active compounds read high; triggered by carbachol at its EC20 | B-score at 10 µM | actives 0.45% (n = 310,000) | AID 463165;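 active = B-score, a plate-corrected calcium signal, over three deviations above library mean, with baseline fluorescence within five deviations of library mean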;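 note: RGS4 expression induced by doxycycline in cells with stable M3 receptor; B-score is computed from the integrated fluorescence ratio over baseline after carbachol; higher B-score means a larger calcium signal and so more RGS4 inhibition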
Target sequence (P49798 whole entry, looked up): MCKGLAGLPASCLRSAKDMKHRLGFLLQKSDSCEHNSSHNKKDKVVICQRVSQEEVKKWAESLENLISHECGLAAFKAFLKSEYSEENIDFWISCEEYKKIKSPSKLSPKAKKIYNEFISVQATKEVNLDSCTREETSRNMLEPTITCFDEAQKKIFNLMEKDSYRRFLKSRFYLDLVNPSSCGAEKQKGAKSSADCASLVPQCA
RGS4 act = RGS4 potentiation or activation; HEK293 M3R/inducible RGS4, carbachol calcium flux Fluo4; active compounds read low; B-score at 10 µM; actives 0.92% (n = 310,000);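 active = B-score of the integrated calcium signal more than 4 SD below the library mean, with starting fluorescence not abnormally high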;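 note: negative B-score means reduced calcium response which marks RGS4 activation or potentiation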
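Assay system: Inducible-RGS4 HEK293 cells carrying M3 receptor | Schedule: Compound preincubation 20 min at room temperature before agonist | Signal: Kinetic calcium fluorescence imaging with Fluo4-AM dye, 2 µM | Read-out basis: B score from integrated fluorescence ratio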
KCNQ1 pot = potentiates or activates the human KCNQ1 potassium channel; CHO-K1 KCNQ1, thallium flux FluxOR fluorescence; active compounds read high; B-score at 10 µM; actives 0.35% (n = 310,000); AID 2648;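 active = fluorescence ratio B-score, a plate-corrected score, at least three library SD, with initial intensity B-score within 5 SD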
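Schedule – 37 °C overnight plating, 90-min dark dye load, 20-min compound pretreatment · System – stable KCNQ1 CHO-K1 line · Probe or stimulus – thallium- and potassium-containing depolarizing buffer · Measured by – kinetic FluxOR fluorescence, 10 s baseline plus 110 s post-stimulus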
KCNQ1 inh = blocks the human KCNQ1 potassium channel. B-score at 10 µM. P51787. actives 1.3% (n = 310,000). AID 2642. CHO-K1 KCNQ1, FluxOR thallium flux fluorescence; active compounds read high;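 active = compounds whose thallium flux B-score, printed positive for inhibition, exceeds three library SD while starting fluorescence stays within three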;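 note: channel opened by potassium depolarization with thallium stimulus after 20 min compound exposure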
KCNK9 inh = inhibitors of human KCNK9 two-pore domain potassium channel; HEK293 KCNK9, FluxOR thallium flux fluorescence; active compounds read low; B-score at 10 µM; actives 1.2% (n = 310,000); AID 488922;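 active = ratio B-score over 3 SD below the library mean, with starting fluorescence within 5 SD of its mean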;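 note: negative B-score means less thallium flux so channel inhibition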
HDAC3 inh = human HDAC3 inhibition. O15379. recombinant HDAC3, fluorogenic peptide/trypsin coupled, fluorescence. inhibition, % at 8.3 µM. actives 0.15% (n = 320,000). AID 2718; in the data active = inhibition above about 26%, passing the limit was not always enough; inconclusive = no clear call, values can overlap the other calls
Target sequence (O15379 whole entry, looked up): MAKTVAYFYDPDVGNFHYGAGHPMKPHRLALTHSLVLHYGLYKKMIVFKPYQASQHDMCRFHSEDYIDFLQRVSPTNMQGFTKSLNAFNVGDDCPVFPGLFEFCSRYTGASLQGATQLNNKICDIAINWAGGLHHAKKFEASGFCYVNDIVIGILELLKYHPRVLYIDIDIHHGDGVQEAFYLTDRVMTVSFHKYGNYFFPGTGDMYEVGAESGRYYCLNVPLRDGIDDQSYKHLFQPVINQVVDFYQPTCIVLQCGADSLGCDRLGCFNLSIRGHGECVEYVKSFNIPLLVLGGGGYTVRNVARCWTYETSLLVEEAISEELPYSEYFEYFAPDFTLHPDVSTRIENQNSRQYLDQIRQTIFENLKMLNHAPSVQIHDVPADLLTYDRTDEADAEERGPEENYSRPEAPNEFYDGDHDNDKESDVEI
SKKanGAS inh = SKKanGAS growth inhibition; S. pyogenes SKKanGAS, kanamycin growth, BacTiter-Glo, 6 h; inhibition, % at 7.5 µM; actives 1.3% (n = 300,000); AID 1662;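 active = mean replicate score, as percent of positive control median, at least 50; inconclusive = mean below 50 but one replicate at or above 50; inactive = mean and every replicate below 50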;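 note: strain carries kanamycin resistance gene driven by streptokinase promoter and grows in 40 µg/ml kanamycin; loss of luminescence reflects streptokinase promoter inhibition or plain growth inhibition; 0% = median of DMSO wells and 100% = positive control at its reference dose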
hERG protect = shields human hERG channel from block by proarrhythmic agents. AID 1511. CHO-hERG, FluxOR thallium flux, dofetilide IC70 present. activation (rescue from dofetilide block), less the hit threshold, % at 10 µM. actives 0.51% (n = 310,000). Q12809;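 active = activation above the mean of controls blocked by dofetilide plus 5 SD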;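 note: thallium influx through hERG after potassium depolarization seen as dye fluorescence rise; in these data hits start at about 4.7%; inactives centre near -7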
ANO1 activ = mouse TMEM16A channel activation, primary screen. Q8BHY3. HEK293 TMEM16A/YFP-H148Q/I152L, iodide quench fluorescence; active compounds read low. B-score at 10 µM. actives 0.3% (n = 340,000);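 active = fluorescence-ratio B-score plate-corrected deviation score at least 3 library SD below zero, with starting fluorescence score within 5 deviations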;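 note: channel opened by trigger with iodide after compound preincubation; score built on the fluorescence ratio of max minus min over baseline; more negative score means more quench and so TMEM16A activation or potentiation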
KCNK3 inh = human KCNK3 channel inhibition, primary screen. O14649. CHO-KCNK3 thallium flux, FluxOR fluorescence; active compounds read low. B-score at 10 µM. actives 0.84% (n = 340,000);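 active = B-score under library mean minus 4 SD, starting fluorescence ratio at most library mean plus 5 SD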;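 note: more negative B-score means stronger inhibition of thallium flux through KCNK3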
Target sequence (O14649 whole entry, looked up): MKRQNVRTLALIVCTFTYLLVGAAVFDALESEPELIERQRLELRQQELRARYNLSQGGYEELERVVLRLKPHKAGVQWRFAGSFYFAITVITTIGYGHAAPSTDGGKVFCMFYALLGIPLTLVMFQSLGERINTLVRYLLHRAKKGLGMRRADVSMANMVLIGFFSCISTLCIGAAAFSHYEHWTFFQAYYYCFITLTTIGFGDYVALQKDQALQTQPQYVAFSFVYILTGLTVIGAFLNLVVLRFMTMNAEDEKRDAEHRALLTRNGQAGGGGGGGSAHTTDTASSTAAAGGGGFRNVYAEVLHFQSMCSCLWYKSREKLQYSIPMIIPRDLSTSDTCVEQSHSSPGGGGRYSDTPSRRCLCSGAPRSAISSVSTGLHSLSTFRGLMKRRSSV
TMEM16A inh = inhibitors of mouse TMEM16A calcium-activated chloride channel; HEK293 TMEM16A/YFP iodide influx fluorescence, ionomycin; normalized B-score (activity score, 25-100; higher = stronger inhibition) at 10 µM; actives 1.2% (n = 310,000); AID 588511;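 active = ratio plate-corrected score three or more library SD toward inhibition, starting fluorescence score within five deviations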;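 note: score derived from kinetic fluorescence span divided by baseline fluorescence per well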
* = called active by the depositor; i = inactive; ? = inconclusive; . = not tested or not shown.

SMILES	RGS4 inh	RGS4 act	KCNQ1 pot	KCNQ1 inh	KCNK9 inh	HDAC3 inh	SKKanGAS inh	hERG protect	ANO1 activ	KCNK3 inh	TMEM16A inh
CC(C)(C)NC(=O)/C=C/c1cccs1	i	i	i	i	i	-2	2	0	i	i	i
O=C(O)CCNC(=O)OCC1c2ccccc2-c2ccccc21	i	i	i	i	i	6	0	-8	i	i	i
O=C(NCC12CC3CC(CC(C3)C1)C2)c1cc2n(n1)C(C(F)(F)F)CC(c1ccco1)N2 (stereo not given)	i	i	i	i	i	8	25	3	i	i	i
CCOC(=O)N1CCN(C(=O)CSCC(=O)Nc2nc(-c3ccc(OC)cc3)cs2)CC1	i	i	i	i	i	1	.	-13	i	i	i
O=c1c2c(nc3nc(NCc4cccc(Cl)c4)[nH]n13)CCC2	i	i	i	i	i	4	-17	-7	i	i	i
Cc1cccc(C(=O)NC(=S)Nc2ccc3[nH]c(=O)[nH]c3c2)c1	i	i	i	i	i	4	-2	-7	i	i	i
CCSc1nnc(NC(=O)c2ccccn2)s1	i	i	i	i	i	?	68*	-2	i	i	i
Cn1ncc2c(NNC(=O)Cc3ccccc3)ncnc21	i	i	i	i	i	0	-7	-7	i	i	i
O=C(Nc1cccc(-c2nn[nH]n2)c1)c1csc2c1CCCC2	i	i	i	i	i	.	10	-15	i	i	i
CCOC(=O)CN1C(=O)N[C@@H](c2ccc(Br)cc2)C(C(=O)OC)=C1C	i	i	i	i	i	-9	0	-13	i	i	i
N#Cc1c(-c2ccccc2)c(-c2ccccc2)nn(CC(=O)NNC(=O)Nc2ccc(Cl)cc2)c1=O	i	i	i	i	i	9	24	-7	i	i	i
CCN(CC)S(=O)(=O)c1cccc(C(=O)/C=C2/N(C)c3ccccc3C2(C)C)c1	i	-7*	i	i	-7.7*	12	13	-15	i	i	i
O=C(NCCS(=O)(=O)N1CCN(c2ccccc2)CC1)C1CC1	i	i	i	i	i	-2	-9	-9	i	i	i
O=C(O)C(Cc1ccccc1)N1C(=O)/C(=C/c2ccccc2)SC1=S (stereo not given)	i	i	i	i	i	-1	-26	-7	i	i	i
N#C/C(=C\c1cccnc1)C(=O)Nc1ccccc1[N+](=O)[O-]	i	i	i	i	i	-3	10	-7	i	i	i
CCCS(=O)(=O)N1CCN=C1SCc1cccc(C)c1	i	i	i	i	i	-3	-8	-9	i	i	i
O=C(NCC(c1cccnc1)N1CCN(c2ccccc2F)CC1)c1ccco1 (stereo not given)	i	i	i	i	i	1	-2	-12	i	i	i
O=C1NC(c2ccccc2)=NC1(NS(=O)(=O)c1ccccc1)C(F)(F)F (stereo not given)	i	i	i	i	i	-13	6	-3	i	i	i
Cc1cccc(NC(=O)/C=C/c2ccc(Cl)cc2)n1	i	i	i	i	i	4	-4	-4	i	i	i
C=CCNC(=O)c1cc(Cl)cc(Cl)c1	i	i	i	i	i	6	-5	-2	i	i	i
CC(NC(=O)c1ccccc1)C(=O)N/N=C/c1ccc(O)cc1 (stereo not given)	i	i	i	i	i	.	-1	-9	i	i	i
CCOc1cc(C(=O)OCC(=O)NCc2ccco2)cc(OCC)c1OCC	i	i	i	i	i	-4	-3	-2	i	i	i
COc1ccc(CSc2nncn2C)cc1[N+](=O)[O-]	i	i	i	i	i	-1	-5	-6	i	i	i
COc1ccc2[nH]cc(C(=O)CN(C)CCc3ccc(OC)c(OC)c3)c2c1	i	i	i	i	i	-1	5	-9	i	i	i
Nc1ccccc1SCC1CSc2nc3ccccc3c(=O)n21 (stereo not given)	i	i	i	i	i	9	9	-7	i	i	i

Additional records.
SMILES	RGS4 inh	RGS4 act	KCNQ1 pot	KCNQ1 inh	KCNK9 inh	HDAC3 inh	SKKanGAS inh	hERG protect	ANO1 activ	KCNK3 inh	TMEM16A inh
Cc1ncc(CN=Cc2ccc(Cl)cc2)c(N)n1	i	i	i	i	i	0	-6	-9	i	i	i
CCOC(=O)Cc1csc(NC(=O)Cc2ccc(C)cc2)n1	i	i	i	i	i	8	-2	-12	i	i	i
CCn1cc(C(=O)O)c(=O)c2cc(F)c(N/N=C/c3ccccc3[N+](=O)[O-])cc21	i	-9.4*	i	i	i	0	79*	-3	i	i	i
COC(=O)c1ccc(NC(=O)C2CCCO2)cc1 (stereo not given)	i	i	i	i	i	-1	-27	-8	i	i	i
FC(F)C(F)(F)c1cc(-c2ccccc2)n[nH]1	i	i	i	i	i	6	1	-6	i	i	i
O=C(Cc1cccc2ccccc12)NC(=S)Nc1cccc(C(=O)O)c1	i	i	i	i	i	8	3	-8	i	i	i
c1ccc(-n2nnnc2-c2cccnc2)cc1	i	i	i	i	i	1	-4	-12	i	i	i
O=C(CCCCCNC(=S)Nc1ccc(Cl)cc1)C[N+](=O)[O-]	i	i	i	i	i	9	29	-7	i	i	i
CCOC(=O)c1c(C)[nH]c(C(=O)COC(=O)C(C)N2C(=O)C3CCCCC3C2=O)c1C (stereo not given)	i	i	i	i	i	11	-11	-32	i	i	i
CCN(C(=O)c1ccc(Cl)c([N+](=O)[O-])c1)c1ccccc1	i	i	i	i	i	1	6	-2	i	i	i
Cc1ccsc1C(=O)N/N=C/C=C/c1ccccc1[N+](=O)[O-]	i	i	i	i	i	?	4	-5	i	i	i
Cc1ccc(C)c(NC(=S)c2ccc3ccccc3n2)c1	i	i	i	i	i	-5	-5	-7	i	i	i
COc1cc(NC(=O)CNC(=O)Cn2c(C)cc3ccccc3c2=O)cc(OC)c1OC	i	i	i	i	i	-1	5	-4	i	i	i
O=C(COc1cc2oc(=O)c3c(c2cc1Cl)CCCC3)NCc1cccnc1	i	i	i	i	i	-2	-14	-7	i	i	i
Cc1nc(N)nc(Nc2ccc(Cl)cc2)c1Br	i	i	i	i	i	8	10	-14	i	i	i
COc1ccc(C(=O)NC(=S)Nc2cccc3cc(O)ccc23)cc1OC	i	i	i	i	i	1	4	-4	i	i	i
CCCNC(=O)OC[C@H]1O[C@H](CCO/N=C/[C@@H](OC)[C@H](C)/C=C/CC(=O)OC)C=C[C@@H]1Oc1ccc(OC)cc1	i	i	i	i	i	1	0	-4	.	.	i
O=C(Cc1c(C(=O)O)[nH]c2ccccc12)NCCN1CCN(c2ccccc2F)CC1	i	i	i	i	i	-3	3	-11	i	i	i
Nc1nnc(CC(=O)N/N=C/c2ccccc2OCc2ccc(F)cc2)s1	i	i	i	i	i	4	4	-12	i	i	i
COc1ccc(-c2cccc(C(=O)N3CCOCC3)c2)cc1	i	i	i	i	i	-5	5	-7	i	i	i
CCOc1cc(CNCc2ccncc2)cc(Br)c1OCc1ccccc1F	i	i	i	i	i	-1	-11	-19	i	i	25*
Cc1ccc(OCC(=O)NC(=S)Nc2cccc(NC(=O)c3ccc(Cl)cc3Cl)c2)cc1	i	i	i	i	i	-2	14	-10	i	i	i
NNC(=O)CCS(=O)(=O)c1ccc2ccccc2c1	i	i	i	i	i	4	-2	-4	i	i	i
COc1ccc(-c2nc(C#N)c(N3CCN(c4ccccc4)CC3)o2)cc1	i	i	i	i	i	3	6	0	i	i	i
Cc1cc(C)c(S(=O)(=O)N2CCN(C(=O)CCn3nc(C)c(C)c3C)CC2)c(C)c1	i	i	i	i	i	3	-12	-11	i	i	i

The list continues:
SMILES	RGS4 inh	RGS4 act	KCNQ1 pot	KCNQ1 inh	KCNK9 inh	HDAC3 inh	SKKanGAS inh	hERG protect	ANO1 activ	KCNK3 inh	TMEM16A inh
Cc1cc(C)n(C(=O)CNc2cccc(Cl)c2C)n1	i	i	i	i	i	-1	8	0	i	i	i
Cc1nn(Cc2ccccc2)c2ncccc12	i	i	i	i	i	-7	0	-8	i	i	i
O=C(NCC1CCCO1)C1CC(=O)N(c2ccc(Cl)cc2)C1 (stereo not given)	i	i	i	i	i	-3	-5	-1	i	i	i
CCCN(CC(=O)Nc1ccc(F)c(F)c1F)C(=O)C1=COCCO1	i	i	i	i	i	0	-6	-11	i	i	i
COc1ccc(C2NC(=O)NC(C)=C2C(=O)OCc2ccccc2)cc1 (stereo not given)	i	i	i	i	i	2	-7	-10	i	i	i
Cc1cc(NC(=O)C2CC(=O)OC2c2ccccc2)no1 (stereo not given)	i	i	i	i	i	4	-4	-13	i	i	i
COCCn1c(-c2ccccc2)nc2c(c(=O)c3ccccc3n2C)c1=O	i	i	i	i	i	-1	-1	-7	.	.	i
COc1ccc(OC)c(/C=N/NC(=O)CCN2CCN(C(c3ccccc3)c3ccccc3)CC2)c1	i	-11*	i	i	i	-29	17	-16	i	i	i
O=C(c1cc(-c2ccc(O)cc2)on1)N1CCN(c2ccccc2)CC1	i	i	i	i	i	6	11	-10	i	i	i
N#Cc1c2c(c(NCc3cccnc3)n3c1nc1ccccc13)CCC2	i	i	i	i	i	-8	14	-14	i	i	i
COc1ccccc1NC(=O)Nc1nn(C)c2cccc(N(C)C)c12	i	i	i	i	i	0	6	-4	i	-9.3*	i
O=C1CCCC/C1=C/Nc1cccc(C(F)(F)F)c1	i	i	i	i	i	8	2	-12	i	i	i
CCC(O)(CC)C(=O)N(Nc1ccc(C)cc1)c1ccc(C)cc1	i	i	i	i	i	7	-10	-6	i	i	i
COc1ccc(Oc2ccc(C(F)(F)F)cc2NC(=O)CC(CC(=O)O)c2ccccc2)cc1 (stereo not given)	i	i	i	i	i	-5	11	-6	.	i	i
CC(=O)Nc1c(Nc2ccccc2)c2ccccc2oc1=O	i	i	i	i	i	7	2	-11	i	i	i
COc1ccc(CNC(=O)CCC2N=C3c4ccccc4N=C(SCC(=O)NCC4CCCO4)N3C2=O)cc1 (stereo not given)	i	i	i	i	i	1	-3	-4	i	i	i
COc1ccc(C2C(C(=O)Nc3ccc(OC)c(OC)c3)c3ccccc3C(=O)N2C)cc1 (stereo not given)	i	i	i	i	i	-3	-4	-10	i	i	i
CS(=O)(=O)N1CCC(Oc2ccccc2C(=O)N2CCN(CC3CC3)CC2)CC1	i	i	i	i	i	.	-5	-9	i	i	i
O=C(Cc1ccccc1)Nc1ccc(C(=O)NCc2ccccc2)cc1	i	i	i	i	i	12	-2	-5	i	i	i

Single records, from the list above. Screens in order: RGS4 inh | RGS4 act | KCNQ1 pot | KCNQ1 inh | KCNK9 inh | HDAC3 inh | SKKanGAS inh | hERG protect | ANO1 activ | KCNK3 inh | TMEM16A inh
O=C(NCC1CCCO1)C1CC(=O)N(c2ccc(Cl)cc2)C1 (stereo not given) is entered as i | i | i | i | i | -3 | -5 | -1 | i | i | i
COc1ccccc1NC(=O)Nc1nn(C)c2cccc(N(C)C)c12 is entered as i | i | i | i | i | 0 | 6 | -4 | i | -9.3* | i
